# Screening results (PubChem)
# Tau fluor cs: counter-screen for tau fibril formation inhibitors; tau K18 P301L Alexa594 fluorescence, heparin fibrillization; Potency, µM (titrated, usually from 57.7 µM), for the others: at the highest dose activity change, negative = decrease; actives 0.93% (n = 280,000); AID 1463; also: potency is read from the fitted curve at half-maximal effect; % is scaled to controls: 0 for no effect and ±100 for the full control effect; nearly all actives have a fitted effect of over 55% in size
#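 Human tau K18 P301L (15 uM unlabeled, 0.24 uM Alexa 594-labeled) in 100 mM sodium acetate pH 7 with 20 uM heparin, 6 hr at 37 C. ThT 30 uM added, 1 hr ambient; Alexa 594 FP and total fluorescence read at 555/632 nm.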
# TRb-SRC2 inh: TRbeta-SRC2 interaction inhibition | Potency, µM (series often up to 106 µM), for the others: at the top dose activity change, negative = inhibition, most hits filed as inhibitors | P10828 | actives 0.065% (n = 280,000) | TRbeta-SRC2 peptide binding, fluorescence polarization; receptor liganded with 1 µM T3;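 also: potency is read from the fitted curve at half-maximal effect; plate controls were bound peptide for no effect and peptide without receptor for full effect; nearly all actives have a fitted effect of over 50% in size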
# Target sequence (P10828 whole entry, looked up): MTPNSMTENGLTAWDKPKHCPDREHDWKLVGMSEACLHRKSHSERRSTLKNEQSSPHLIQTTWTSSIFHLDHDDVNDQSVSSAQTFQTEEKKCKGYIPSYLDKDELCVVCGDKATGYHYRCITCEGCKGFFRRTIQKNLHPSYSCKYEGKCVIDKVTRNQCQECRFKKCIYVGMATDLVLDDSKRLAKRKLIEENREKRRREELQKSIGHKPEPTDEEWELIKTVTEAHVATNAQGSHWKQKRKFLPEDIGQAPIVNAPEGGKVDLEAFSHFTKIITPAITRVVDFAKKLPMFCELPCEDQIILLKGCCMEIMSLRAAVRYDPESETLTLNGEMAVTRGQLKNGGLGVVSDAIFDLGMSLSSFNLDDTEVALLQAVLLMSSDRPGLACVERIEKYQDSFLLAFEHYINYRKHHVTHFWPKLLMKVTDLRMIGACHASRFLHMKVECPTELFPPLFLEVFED
#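 TRb LBD 0.6 uM + Texas Red SRC2 peptide 20 nM, 1 uM T3, Tris buffer w/ 5% DMSO; compound pinned, 5 h RT; FP read ex 555/em 632; normalized to unbound and bound controls.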
# Tau fibril FP: blocks human tau fibril formation measured by polarization; P10636; K18 P301L tau heparin fibrillization, Alexa594 FP, 6 h; Potency, µM (doses to about 57.7 µM), inactives show at the top dose activity, negative = inhibition, actives largely listed as inhibitors; actives 0.39% (n = 280,000); also: potency is read from the fitted curve at half-maximal effect; % is scaled to controls: 0 for no effect and ±100 for the full control effect; nearly all actives have a fitted effect of over 55% in size
# Target sequence (P10636 561-689 P618L limits assumed): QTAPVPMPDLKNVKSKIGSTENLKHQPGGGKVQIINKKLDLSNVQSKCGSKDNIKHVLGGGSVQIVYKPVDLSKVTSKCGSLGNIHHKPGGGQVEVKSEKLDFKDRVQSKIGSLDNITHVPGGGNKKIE
#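 Recombinant K18 P301L […], labeled with Alexa 594 at 0.24 uM over 15 uM unlabeled; heparin inducer 20 uM final; 37 C, 6 hr; FP endpoint.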
# TexasRed fluor: alters Texas Red total fluorescence, flagging assay interference | TRb/SRC2 Texas Red total fluorescence interference | actives 0.29% (n = 280,000) | Potency, µM (series often up to 106 µM), for the others: at the top dose fluorescence change, negative = quenching; active = well fitted curve in either direction with a large enough effect; inconclusive = small, poorly fitted or top-dose-only effect; also: potency is read from the fitted curve at half-maximal effect; % is scaled to controls: 0 for no effect and ±100 for the full control effect
#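 Human TRb ligand-binding domain at 0.6 uM with 20 nM Texas Red SRC2 peptide in Tris buffer containing 1 uM T3 and 5% DMSO, incubated with compound 5 h at ambient temperature. Total fluorescence (555/632 nm) calculated as parallel + 2 × perpendicular.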
# CBFb RUNX1 block: blocks binding between human CBF-beta and RUNX1. AlphaScreen CBFb-His/RUNX1-biotin binding, biochemical. Potency, µM (highest dose often 59.8 µM), without a hit: top-dose activity, negative = inhibition, actives largely listed as inhibitors. 230,000 tested, under 10 active. AID 1477; also: % of control where 0% means no effect
#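 Proteins preincubated together for 20 min at RT before compound addition; 15 min later, nickel and streptavidin beads were added and left 90 min prior to AlphaScreen measurement.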
# NPSR antagonist: antagonists of human neuropeptide S receptor cAMP signaling. Potency, µM (series often up to 38.3 µM), without a hit: at the top dose activity change, negative = inhibition, actives largely listed as inhibitors. actives 1% (n = 220,000). CHO-NPSR cells, cAMP TR-FRET, antagonist mode; also: potency is read from the fitted curve at half-maximal effect; % is scaled to controls: 0 for no effect and ±100 for the full control effect; nearly all actives have a fitted effect of over 50% in size; many of its hits are not listed in these tables
# Epigenetic derep: derepresses silenced GFP reporter in murine cells | murine LDR cells, GFP reporter derepression, 30 h | Potency, µM (titrated, usually from 53.9 µM), for the others: top-dose GFP activation, usual class: activators | AID 1865 | actives 0.2% (n = 280,000); also: potency is read from the fitted curve at half-maximal effect; % of control where 0% means no effect; nearly all actives have a fitted effect of over 60% in size
#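 Murine LDR cells carrying a silenced, genomically integrated CMV-driven GFP reporter were exposed to compound for 30 hours at 37 C. After PBS washes, GFP-positive cells (20–120 um objects) were counted by laser-scanning microplate cytometry.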
# GLA spleen mod: inhibits or activates alpha-galactosidase in human spleen homogenate; P06280; human spleen homogenate, 4MU-alpha-Gal fluorescence, 40 min; Potency, µM (titrated, usually from 80 µM), for the others: at the highest dose activity change, negative = inhibition, hits mostly inhibitors; actives 0.008% (n = 240,000); AID 2107;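 also: potency is read from the fitted curve at half-maximal effect; 0% = enzyme with vehicle and -100% = no enzyme basal signal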
# Target sequence (P06280 32-429 limits assumed): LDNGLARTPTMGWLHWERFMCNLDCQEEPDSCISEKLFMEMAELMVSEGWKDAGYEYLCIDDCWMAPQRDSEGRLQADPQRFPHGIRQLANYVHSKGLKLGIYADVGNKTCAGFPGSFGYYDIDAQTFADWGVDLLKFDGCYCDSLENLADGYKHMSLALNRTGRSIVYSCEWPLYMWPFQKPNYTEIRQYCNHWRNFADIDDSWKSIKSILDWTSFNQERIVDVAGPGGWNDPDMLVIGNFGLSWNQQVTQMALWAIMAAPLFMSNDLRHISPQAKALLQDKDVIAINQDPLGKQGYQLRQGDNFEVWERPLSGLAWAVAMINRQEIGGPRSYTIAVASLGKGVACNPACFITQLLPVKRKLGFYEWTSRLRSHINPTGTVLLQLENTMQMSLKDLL
#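 Human spleen homogenate (1 ug) as enzyme source, 4-methylumbelliferyl-alpha-D-galactopyranoside 1 mM final, citrate/phosphate pH 5.0 with 0.01% Tween-20. Compounds 40 min at 37C, NaOH/glycine stop; fluorescence Ex 365/Em 440, Hill-fit AC50.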
# Numbers without * were called inactive; ? = inconclusive; / = not tested or not shown; & = joins results of further samples; [ ] = remark or other dose. Unless noted, calls follow the shape of the dose curve; as a rule, active = well fitted curve in the direction sought with a large enough effect; inconclusive = small, poorly fitted or top-dose-only effect, or another doubt; inactive = no such curve, though single readings can be large; an effect the other way counts as inactive or inconclusive. Some of the compounds tested; the hit share may differ from the screen's.
[1] CC(=O)c1cnn(-c2ccc(Cl)cc2)c1C
[2] COc1ccc(NC(=O)Nc2ccc(N(C)C)cc2)cc1
[3] Cc1cc(C)n2cc(CSc3ncn[nH]3)nc2n1
[4] Cc1cccc(C(=O)NCCc2nc3ccccc3n2Cc2ccccc2Cl)c1
[5] CSCCC(NS(=O)(=O)c1ccc2ccccc2c1)C(=O)O (stereo not given)
[6] CSc1nc2ccc(NC(=O)C3CCCO3)cc2s1 (stereo not given)
[7] Cc1noc(C)c1COc1ccc(C(=O)OCC(=O)Nc2ccc3c(c2)OCO3)cc1
[8] Clc1nc(NCCN2CCOCC2)nc(NCc2ccccc2)n1
[9] COc1ccc(-c2noc(CN3CCN(c4ccccc4F)CC3)n2)cc1OC
[10] O=C(CCc1nc(-c2ccccc2F)no1)NCCN1CCN(Cc2ccccc2)CC1

Compound,1,2,3,4,5,6,7,8,9,10
Tau fluor cs,-11%,?,6%,-9%,-1%,-14%,?,-5%,-15%,-1%
TexasRed fluor,2%,-5%,0%,-3%,-1%,-4%,-3%,-1%,0%,3%
Epigenetic derep,0.1%,7.0%,-1.6%,7.2%,-2.7%,-1.0%,1.2%,-2.2%,3.6%,0.0%
TRb-SRC2 inh,-4%,-1%,6%,7%,-8%,9%,-5%,-1%,4%,0%
CBFb RUNX1 block,5%,-26%,4%,/,2%,1%,0%,3%,-3%,1%
GLA spleen mod,12%,-1%,-6%,/,3%,-10%,4%,7%,?,10%
NPSR antagonist,-9%,-2%[46.1 µM],13%,/,-2%[46.1 µM],-3%[46.1 µM],-15%[46.1 µM],13%,-22%[46.1 µM],17%[46.1 µM]
Tau fibril FP,1%,10%,6%,3%,5%,-12%,1%,-10%,6%,5%

[11] Cc1nnc(SCC(=O)NC2CCS(=O)(=O)C2)n1Cc1ccccc1 (stereo not given)
[12] COC(=O)c1cc(N2C(=O)C3C(C2=O)C2(C)C=CC3(C)O2)ccc1Cl (stereo not given)
[13] NNC(=O)c1nn(-c2ccc(Cl)cc2)ccc1=O
[14] O=C(CN1C(=O)COc2ccccc21)N1CCN(c2ccccc2F)CC1
[15] CCOC(=O)N1CCN(C(=O)CSc2nnc(-c3ccccc3OC)o2)CC1
[16] COc1cccc(C(=O)Nc2cccc(C(=O)NC3=NN(c4c(Cl)cc(Cl)cc4Cl)C(=O)C3)c2)c1
[17] N#Cc1cc2c(ccc3ccccc32)oc1=O
[18] COC(=O)CC1C(=O)NCCN1C(=O)CSc1nnc(Nc2ccc(C)cc2)s1 (stereo not given)
[19] Cc1ccc(Cl)cc1N1CCN(c2ncnc3c2nc2n3CCCC2)CC1
[20] CC(Oc1ccc(Cl)cc1Cl)C(=O)NNC(=O)C(=O)N1CCCCC1 (stereo not given)

Compound,11,12,13,14,15,16,17,18,19,20
Tau fluor cs,-11%,-12%,0%,4%,-1%,-21%,-12%,-8%,-14%,-2%
TexasRed fluor,-3%,0%,-2%,-3%,-1%,?,-3%,-3%,2%,0%
Epigenetic derep,2.0%,-0.9%,-3.1%,0.0%,2.5%,-1.2%,-3.2%,0.0%,-1.2%,-1.0%
TRb-SRC2 inh,4%,7%,-12%,-2%,-8%,?,-15%,4%,0%,2%
CBFb RUNX1 block,-5%,10%,4%,3%,19%,-9%,11%,2%,/,2%
GLA spleen mod,1%,6%,-3%,-15%,-5%,5%,23%,7%,/,-8%
NPSR antagonist,27%,?,-12%[46.1 µM],-6%[46.1 µM],-19%[46.1 µM],-14%[46.1 µM],-3%,-4%[46.1 µM],/,19%
Tau fibril FP,-1%,-15%,-2%,16%,-2%,3%,-14%,0%,-13%,11%

[21] Cc1ccc2nc(SCC(=O)c3ccc(O)cc3O)[nH]c2c1
[22] COC(=O)C1=C(C(=O)OC)[C@@H]2N(Cc3ccccc3)c3ccccc3[C@@]23C[C@@H](C(=O)OC)N(S(=O)(=O)c2ccc(Br)cc2)C3=N1
[23] CCn1ncc(/C=N\NC(=O)COc2cc(C)cc(C)c2)c1C
[24] CCOc1ccccc1C1C(C(N)=O)=C(C)Nc2nc(-c3ccc(OC)cc3)nn21 (stereo not given)
[25] CCOc1cccc2c1OC(c1cc(OC)c(OC)c(OC)c1)N1N=C(c3ccc(C)o3)CC21 (stereo not given)
[26] CC(=O)OC1CC[C@]2(C)C(CC(OC(C)=O)[C@@]3(C)C4=CC(=O)OC(c5ccoc5)[C@]4(C)CCC23)C1(C)C (stereo not given in full)
[27] Cc1ccc(SCCN2CCN(C)CCC2=O)cc1
[28] N#C/C(=C\C=C\c1ccccc1[N+](=O)[O-])c1nc(-c2ccc3c(c2)OCO3)cs1
[29] Cc1ccc2[nH]c3c(=O)n(CC(=O)N4CCCC(C)C4)ncc3c2c1 (stereo not given)
[30] CSc1nnc(-c2sc(-c3ccccc3)nc2C)n1C

Compound,21,22,23,24,25,26,27,28,29,30
Tau fluor cs,?,4%[11.6 µM],-3%,-3%,-13%,-1%&-17%&-16%,-6%,?,-11%,-5%
TexasRed fluor,-5%,0%[11.2 µM],-1%,-4%,?,-1%&-2%&-1%,-1%&-2%,-1%,-1%,-4%
Epigenetic derep,-1.0%,/,4.0%,-1.9%,3.0%,3.9%&1.3%&0.3%,-3.4%,-2.2%,-1.3%,-1.1%
TRb-SRC2 inh,-6%,8%[11.2 µM],0%,2%,?,2%&-2%&5%,4%&-1%,-2%,-1%,1%
CBFb RUNX1 block,-2%,3%[13.1 µM],6%,-1%,-4%,15%&7%,7%&11%,-2%,/,1%
GLA spleen mod,-30%,-1%[17.5 µM],-6%,2%,-1%,-9%&8%&9%,-5%&-12%,0%,/,-2%
NPSR antagonist,20%,/,2%,-7%[46.1 µM],-18%,/,11%,-7%[46.1 µM],/,-5%[46.1 µM]
Tau fibril FP,?,4%[11.6 µM],3%,11%,-5%,-1%&8%&-8%,-6%,3%,-5%,6%

# Single records, from the list above:
# COC(=O)c1cc(N2C(=O)C3C(C2=O)C2(C)C=CC3(C)O2)ccc1Cl (stereo not given) is entered as Tau fluor cs: -12%; TexasRed fluor: 0%; Epigenetic derep: -0.9%; TRb-SRC2 inh: 7%; CBFb RUNX1 block: 10%; GLA spleen mod: 6%; NPSR antagonist: ?; Tau fibril FP: -15%
# CSCCC(NS(=O)(=O)c1ccc2ccccc2c1)C(=O)O (stereo not given) is entered as Tau fluor cs: -1%; TexasRed fluor: -1%; Epigenetic derep: -2.7%; TRb-SRC2 inh: -8%; CBFb RUNX1 block: 2%; GLA spleen mod: 3%; NPSR antagonist: -2%[46.1 µM]; Tau fibril FP: 5%

# (cont.)
[31] O=C(c1ccccn1)N1CCN(S(=O)(=O)c2ccc3ccccc3c2)CC1
[32] NC(=O)Nc1ccc(C(=O)OCC(=O)Nc2ccc([N+](=O)[O-])cc2C(F)(F)F)cc1
[33] CCOc1ccc(Cc2c(Cl)nc(N)nc2Cl)cc1
[34] O=C1Nc2cc(Cl)ccc2Oc2cc(Oc3ccccc3)ccc21
[35] CCCCc1ccc(NC(=O)CSc2nc3ccccc3nc2N2CCOCC2)cc1
[36] CC(=O)c1sc(NC(=O)c2ccco2)nc1-c1ccccc1
[37] Cc1ccc(N=c2c([N+](=O)[O-])nn(-c3ccc4c(c3)OCCO4)n2O)c(Cl)c1
[38] CCOc1ccc(C2C(C(N)=O)=C(C)Nc3nc(SCc4ccccc4)nn32)cc1 (stereo not given)
[39] CC(C)[C@H](NS(=O)(=O)c1cccc(C(F)(F)F)c1)C(=O)OCC(N)=O
[40] CCCCN(c1ccc(C(=O)OC)cc1)S(=O)(=O)c1ccccc1

Compound,31,32,33,34,35,36,37,38,39,40
Tau fluor cs,-10%,-12%,5%,-16%,-29%,-13%,?,-7%,-11%,-3%
TexasRed fluor,-4%,1%,0%,-1%,-28%,-1%,-2%,-1%,2%,0%
Epigenetic derep,-1.1%,3.4%,-0.9%,1.4%,1.1%,-1.1%,0.0%,-0.2%,-0.4%,-0.1%
TRb-SRC2 inh,-4%,-4%,18%,6%,1%,-7%,5%,6%,-5%,1%
CBFb RUNX1 block,1%,-22%,9%,/,/,-4%,9%,/,0%,-4%
GLA spleen mod,0%,-6%,2%,/,/,-12%,7%,/,-3%,4%
NPSR antagonist,16%,14%,-28%[46.1 µM],/,/,-15%[46.1 µM],-15%,/,13%,-48%
Tau fibril FP,-4%,5%,1%,-3%,0%,-12%,10%,?,-5%,-5%

# Quoted from the listing.
# Tau fibril FP, `CCOC(=O)N1CCN(C(=O)CSc2nnc(-c3ccccc3OC)o2)CC1` is entered as -2%
# CBFb RUNX1 block, `CCn1ncc(/C=N\NC(=O)COc2cc(C)cc(C)c2)c1C` is entered as 6%

# Remaining list, next part.
[41] O=C(C1CCN(S(=O)(=O)N2CCOCC2)CC1)N1CCN(c2ccc(F)cc2)CC1
[42] COc1ccccc1NC(=O)N1CCn2c(nc3ccccc32)C1
[43] COc1ccccc1CN1C(=O)CCC1(C)C(=O)NCc1cccnc1 (stereo not given)
[44] COc1ccc(C(=O)NNC(=O)c2cc(C)[nH]n2)cc1
[45] CCN(CC)CCCC1(CN)OCCc2ccccc21 (stereo not given)
[46] CCOCCn1c(CN2CCC(Cc3ccccc3)CC2)nc2c1c(=O)n(C)c(=O)n2C
[47] COc1ccc(-n2ncc3c2ncn2nc(-c4ccc(OC)c(OC)c4)nc32)cc1
[48] Cc1ccc(NC(NC(=O)OCCn2c([N+](=O)[O-])cnc2C)C(Cl)(Cl)Cl)cc1 (stereo not given)

Compound,41,42,43,44,45,46,47,48
Tau fluor cs,-2%,-5%,-5%,8%,9%,-4%,1%,-6%
TexasRed fluor,0%,3%,2%,-1%,2%,1%,1%,1%
Epigenetic derep,1.3%,0.1%,-3.2%,-4.5%,0.0%,3.6%,-0.8%,2.1%
TRb-SRC2 inh,-1%,-4%,-1%,7%,-2%,-3%,-3%,-1%
CBFb RUNX1 block,-3%,-1%,1%,4%,6%,3%,/,8%
GLA spleen mod,2%,7%,-2%,5%,4%,4%,/,-4%
NPSR antagonist,24%,-4%[46.1 µM],12%[46.1 µM],17%,4%[46.1 µM],4%[46.1 µM],/,-6%
Tau fibril FP,4%,3%,-4%,0%,7%,1%,-1%,9%
